procasp7 counter – counter-screen for procaspase-3 activators: activators of human procaspase-7 | P55210 | recombinant procaspase-7, Ac-DEVD-pNA absorbance 405 nm; D23A/D198A/D206A triple mutant, cannot self-cleave; scale: DMSO 0, 5 µM enzyme 100 | activation, % at 8.5 µM | actives 0.093% (n = 330,000) | AID 463210;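 active means percent activation above the screen-wide mean plus 3 SD, cut at about 25% in these data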
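System: Uncleavable procaspase-7 mutant enzyme; Amount: 2 µM procaspase-7 mutant as dispensed; Schedule: 1 h compound preincubation, 2 h substrate cleavage, 25 °C; Measured by: 405 nm absorbance of p-nitroaniline; Evaluation: percent activation from buffer-corrected 0–120 min absorbance change; Control set: low DMSO alone, high DMSO plus 5 µM PC-7.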
TPT1 inh – inhibitors of Candida albicans tRNA 2'-phosphotransferase TPT1 | recombinant caTPT1, FP RNA substrate dephosphorylation | inhibition, % at 5 µM | actives 0.81% (n = 300,000) | AID 1962;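 active means inhibition above the mean of all tested compounds plus 3 SD, set per screening campaign, cut at about 24% in these data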;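 further: plate controls were DMSO alone for no effect and ferristatin control at 100 nM for full effect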
core dimer inh – HCV core protein dimerization inhibition; inhibition, % at 5 µM; actives 0.33% (n = 300,000); TR-FRET GST/Flag-core106 dimerization, 1536-well;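 active means inhibition above the mean of all tested compounds plus 3 SD, set per screening campaign, cut at about 45% in these data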
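Assay system – GST-tagged and Flag-tagged HCV core protein residues 1-106 · Quantity – core106 proteins, GST 13.5 nM and Flag 17 nM · Benchmarks – unlabelled core106 and no-GST-core106 wells · Read-out basis – percent inhibition of core106 dimerization signal · Detection – time-resolved FRET, ex 340 nm, em 617 and 671 nm · Schedule – 4 h at 22.5 °C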
procasp3 activ – procaspase-3 (human) activation; activation, % at 8.5 µM; actives 0.11% (n = 330,000); P42574; recombinant procaspase-3 D3A, Ac-DEVD-pNA absorbance 405 nm;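 active means activation above the mean of all tested compounds plus 3 SD, cut at about 21% in these data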;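 further: 0% = DMSO alone and 100% = DMSO wells spiked with extra 5 µM PC-3 D3A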
Target sequence (P42574 whole entry D9A/D28A/D175A): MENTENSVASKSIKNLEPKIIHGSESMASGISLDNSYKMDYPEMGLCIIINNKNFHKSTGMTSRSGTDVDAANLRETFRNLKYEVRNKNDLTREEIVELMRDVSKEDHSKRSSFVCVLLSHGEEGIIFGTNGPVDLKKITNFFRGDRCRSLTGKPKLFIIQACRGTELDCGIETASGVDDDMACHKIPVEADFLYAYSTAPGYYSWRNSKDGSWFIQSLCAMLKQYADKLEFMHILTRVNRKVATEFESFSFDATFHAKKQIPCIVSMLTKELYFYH
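System: Procaspase-3 D3A mutant. Medium: Zinc-free 300 mM NaCl, 50 mM HEPES, 0.01% Triton X-100. Schedule: 1 h preincubation plus 2 h reaction at 25 °C. Measured by: 405 nm absorbance of p-nitroaniline, reads at 0 and 120 min. Read-out: percent activation relative to control range.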
Fh CTSL1 inh – blocks F. hepatica cathepsin L1 in PFM18AAP counter-screen; recombinant F. hepatica cathepsin L1, Z-Leu-Arg-MCA fluorescence; actives 0.49% (n = 300,000); inhibition, % at 5.96 µM;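 active means inhibition above the mean of all tested compounds plus 3 SD, set per screening campaign, cut at about 17% in these data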;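 further: 0% = plate median of test compound wells and 100% = 1 µM Z-Phe-Ala-diazomethylketone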
JMJD2C inh – inhibitors of human GASC-1 (JMJD2C) demethylase. Q9H3R0. inhibition, % at 2.35 µM. GST-JMJD2C(1-420) H3K9me3 demethylation, DELFIA europium. AID 2099. actives 0.069% (n = 330,000);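 active means more than half of a compound's replicate wells show inhibition beyond 50%, single wells judged on their own value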;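 further: signal counts dimethyl H3K9 product captured on neutravidin plate; 0% = median of DMSO wells and 100% = 0.3 times that DMSO median; strong numbers were not always called active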
Efflux pump mplx – inhibitors of Candida antifungal efflux pumps expressed in yeast; S. cerevisiae Candida pump triplex, Nile Red efflux; inhibition, % at 10 µM; actives 0.44% (n = 330,000);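 active means plate passing quality check with inhibition over a set limit, or well fluorescence over plate mean plus 4 SD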;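 further: Nile Red retained in pooled yeast measured as flow cytometry median fluorescence; 0% = buffer negative control and 100% = Enniatin B positive control; higher means more Nile Red kept so more efflux inhibition; some compounds called inactive have numbers as strong as hits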
PP1 inh – counter-screen for PP5 inhibitors: inhibitors of human PP1-alpha; P62136; purified PP1alpha, OMFP fluorescence; inhibition, % at 6.7 µM; actives 0.9% (n = 320,000); AID 2235;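 active means inhibition above the mean inhibition of all tested compounds plus 3 SD, computed separately for each screening campaign, cut at about 15% in these data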
PP5 primary – inhibitors of human protein phosphatase 5 (PP5). inhibition, % at 6.7 µM. purified PP5c, OMFP substrate fluorescence. actives 0.18% (n = 320,000). AID 1987;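 active means inhibition above the campaign's mean inhibition across all tested compounds plus 3 SD, cut at about 9.5% in these data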;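 further: 0% = DMSO only and 100% = 100 µM cantharidin control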
Target sequence (P53041 whole entry, looked up): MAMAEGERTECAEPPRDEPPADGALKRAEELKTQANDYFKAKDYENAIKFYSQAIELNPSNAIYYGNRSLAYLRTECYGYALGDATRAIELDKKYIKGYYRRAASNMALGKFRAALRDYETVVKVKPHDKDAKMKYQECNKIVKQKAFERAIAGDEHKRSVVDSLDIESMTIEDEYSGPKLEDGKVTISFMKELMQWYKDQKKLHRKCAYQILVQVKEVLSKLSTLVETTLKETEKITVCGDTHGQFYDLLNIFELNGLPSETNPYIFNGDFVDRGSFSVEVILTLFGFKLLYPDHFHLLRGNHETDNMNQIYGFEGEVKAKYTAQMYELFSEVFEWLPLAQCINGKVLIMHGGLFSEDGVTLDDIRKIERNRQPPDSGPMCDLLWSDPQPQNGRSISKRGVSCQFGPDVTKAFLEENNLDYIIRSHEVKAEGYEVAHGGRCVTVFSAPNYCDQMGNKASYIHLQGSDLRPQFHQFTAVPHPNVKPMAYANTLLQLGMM
Starred values were filed as active, the others as inactive; i = inactive; nt = not tested or not shown; & = joins results of further samples. Compounds as they come; 2.9% or so of the library scored in one or more.

no.	Structure	procasp7 counter	TPT1 inh	core dimer inh	procasp3 activ	Fh CTSL1 inh	JMJD2C inh	Efflux pump mplx	PP1 inh	PP5 primary
1	CC(C)OP(=O)(OC(C)C)C(Nc1ccc(C(=O)O)cc1)c1ccccc1 (configuration not stated)	1	-3	0	5	-3	4	-0.1	-2	-1.9
2	CCOC(=O)c1ccc(NC(=O)c2c(NCc3ccccc3)[nH]c(=O)[nH]c2=O)cc1	-1	-4	-6	2	-2	2	-0.1	1	2.4
3	O=C(Nc1nc2ccc(S(=O)(=O)N3CCCC3)cc2s1)c1cccs1	4	4	8	8	0	10	0.1	7	0.4
4	O=C(CSc1nnc(-c2ccncc2)n1-c1ccc(Cl)cc1)N1CCOCC1	1	1	-2	-6	1	0	0.4	-5	-3.7
5	CCCn1nc(C(=O)Nc2ccc(S(=O)(=O)Nc3ncccn3)cc2)c2ccccc2c1=O	-5	3	15	6	2	-4	-0.2	0	0.7
6	Nc1nc(NCCOCCO)nc(NCC2CCCO2)c1[N+](=O)[O-] (configuration not stated)	3	-2	-1	-11	-2	-13	-0.1	-5	-2.1
7	Cn1c(=O)[nH]c(=O)c2c1nc(N1CCOCC1)n2CC(=O)c1ccccc1	4	0	-3	2	-6	14	0.0	1	-1.2
8	Cc1nnc(SCc2cccc3ccccc23)n(N)c1=O	2	1	-2	0	1	-7	-0.5	-2	-0.9
9	O=C(COc1ccccc1)NC1C(=O)N2C(C(=O)O)=C(Cl)CSC12 (configuration not stated)	-14	-3	10	-8	1	-3	-0.1	5	2.7
10	N#CC(C#N)=C1C=CC=CN1/C(=C\c1ccco1)C(=O)c1ccc(Br)cc1	-4	4	2	-19	0	0	1.3	9	1.6
11	COc1cccc(C(=O)Nc2cccc(C(C)=O)c2)c1	0	3	4	-1	-2	-1	0.0	2	0.3
12	O=C(CN(c1cccc(C(F)(F)F)c1)S(=O)(=O)c1ccccc1)N1CCOCC1	-6	-9	-1	-1	0	-1	0.0	-5	-1.3
13	CCCNC(=O)COc1coc(CN2CCN(c3ccccc3OC)CC2)cc1=O	11	-1	0	-4	1	nt	-0.3	-3	-0.7
14	O=C(CSc1nccn1-c1ccccc1)c1ccc(Br)cc1	-6	3	3	-3	0	-16	0.4	3	1.4
15	CN1C=CC=C/C1=C(\C#N)c1nc2ccccc2[nH]1	-2	-2	-23	1	1	-1	0.0	-3	1.4
16	CC(OC(=O)c1ccccc1C(=O)N(C)C1CCCCC1)C(=O)NC1(C#N)CCCCC1 (configuration not stated)	-5	nt	nt	1	nt	0	0.1	-4	3.3
17	Cc1noc(C)c1S(=O)(=O)NCc1ccc(CN(C)C)cc1	6	nt	nt	8	nt	-12	0.1	8	2.6
18	Cc1nc(N(C)Cc2ccccc2)c2c(C)c(C)sc2n1	7	0	-10	-3	2	5	0.1	3	1.8
19	COc1cccc(C(=O)NC2=NCCS2)c1OC	11	0	0	10	-4	1	0.3	-1	4.6
20	CN(CC(=O)Nc1cccc(S(=O)(=O)N2CCOCC2)c1)CC(=O)Nc1ccc(Cl)c(C(F)(F)F)c1	0	-2	-4	-5	1	-10	-0.1	2	5.3
21	CSc1nc2c(cc1C#N)C(=O)CC(C)(C)C2	6	2	1	7	-1	3	-0.1	-4	1.7
22	O=C(CSc1nc2cc(Cl)ccc2s1)Nc1cccc(S(=O)(=O)N2CCOCC2)c1	8	1	5	-1	2	8	-0.2	-1	-1.3
23	Cc1cccc(S(=O)(=O)Nc2cccc(-c3cn4ccsc4n3)c2)c1	-3	6	16	-3	0	-16	-0.1	-4	6.5
24	COC(C(=O)Nc1ccnn1C1CCN(Cc2cccc(C)n2)CC1)c1ccccc1 (configuration not stated)	3	-3	-4	5	-3	3	-0.1	1	1.7
25	N#Cc1c(NC2CCCCC2)nc(-c2ccco2)c2c1CCCC2	-7	3	20	-8	11	-2	0.2	3	2.8
26	CCN(CC)S(=O)(=O)c1cccc(C(=O)N[C@H](C(=O)Nc2nc3ccccc3s2)C(C)C)c1	-2	-1	13	1	-1	-1	0.0	5	0.7
27	CCc1ccccc1NC(=O)CSc1nc2c(c(-c3ccco3)c1C#N)CCCC2	-4	0	13	2	0	-13	2.0	-3	0.3
28	CCCCNC(NCCCC)=C(S(=O)(=O)CC)S(=O)(=O)CC	-1	-4	1	2	1	0	0.0	2	0.2
29	CCC1(c2ccc(Cl)cc2)NC(=S)N(c2ccc(C)cc2)N1 (configuration not stated)	5	-2	1	-5	3	14	0.1	-1	2.7
30	Cc1c(OCC(=O)N2CCC(C(N)=O)CC2)ccc2c3c(c(=O)oc12)CCCC3	-2	1	2	8	0	3	0.0	-3	3.4
31	NC(=O)c1ccccc1NC(=O)COc1ccc2c(c1)OCO2	17	-2	4	-5	0	10	-0.2	1	-2.3
32	CC1(C)O[C@H]2OC([C@H](O)CON3C(=O)c4ccccc4C3=O)[C@H](O)[C@H]2O1 (some centres not stated)	1	-3	-6	7	1	3	-0.2	-2	2.0
33	COc1ccc(-c2nc(C#N)c(N3CCCCCC3)o2)cc1OC	6	-1	-9	7	3	4	-0.1	4	3.3
34	Cc1ccccc1NS(=O)(=O)c1cc(C(=O)Nc2cccc([N+](=O)[O-])c2)ccc1C	3	0	7	-12	-1	1	0.5	10	4.8
35	CCOC(=O)c1c(NC(=O)Cn2cc([N+](=O)[O-])cn2)sc2c1CCC2	8	1	2	-2	4	-5	-0.2	2	-1.6
36	CC1=C(C(=O)Nc2ccccc2)C(c2ccco2)C(C#N)=C(SCC(=O)Nc2cccc(C)c2C)N1 (configuration not stated)	-3	7	22	1	1	-16&5	0.2	6	2.7
37	CCCCc1cc(=O)oc2cc(OCC(=O)NCC3CCC(C(=O)O)CC3)ccc12 (configuration not stated)	3	-1	-2	-9	2	-2	0.0	0	2.1
38	O=C(CSc1nc(C2CCCCC2)nc2ccccc12)NCc1ccco1	-4	-2	10	-7	0	106	0.0	-2	0.7
39	COc1cc(CN2CCCC(C(=O)Nc3cccc(-n4cccn4)c3)C2)ccc1F (configuration not stated)	11	0	-7	6	-1	11	0.2	1	2.8
40	O=C(COC(=O)C12CC3CC(CC(Br)(C3)C1)C2)Nc1cccnc1Cl	1	6	-2	1	3	4	-0.2	-2	4.5
41	O=C(CSc1nnc(CNC(=O)c2ccco2)o1)c1ccc(Cl)cc1	0	-1	6	1	2	-7	-0.1	0	1.3
42	CCOc1ccc(NC(=O)CN(C)C(=O)c2c(C)nn(-c3ccccc3)c2Cl)cc1OCC	5	-2	-4	-3	-3	-5	-0.3	0	0.0
43	CC1(C)CC(CC(=O)NNc2nc(-c3ccccc3)cs2)C(=O)O1 (configuration not stated)	0	2	-2	-7	7	-12	0.1	-14	0.1
44	C[C@@H]1[C@H]2[C@@H](O[C@@H]3O[C@H](CO)[C@@H](O)[C@H](O)[C@H]3O)OC=C(C(=O)O)[C@H]2C[C@@H]1O	-20	-6	2	-5	1	i	-0.3	-4	1.0
45	CCC(=O)Nc1cc(-c2nc3ncccc3o2)ccc1Cl	-8	-1	-8	12	1	2	-0.1	1	-0.1
46	COC(=O)CCCC1=CC2=CC(=O)C(C)(OC(=O)c3cccs3)C(=O)C2=CN1CC(C)C (configuration not stated)	-4	-2	12	6	3	5	0.1	-4	2.6
47	COC(=O)N/N=C1\CCCc2ccccc21	-3	-2	-13	1	0	8	-0.1	-2	-2.4
48	CCCCC(=O)Nc1nc2c(OC)cc([N+](=O)[O-])cc2s1	-8	-5	8	-1	2	12	-0.2	1	1.1
49	CCn1nc(C(=O)OCc2cccc(S(=O)(=O)N(C)C)c2)c2ccccc2c1=O	5	1	-6	5	2	0	0.2	2	-0.2
50	CN(CC(=O)NCc1cccs1)S(=O)(=O)c1cccc2cccnc12	0	-3	-2	1	0	0	0.1	-6	2.8
51	CCC(CC)C(=O)c1c[nH]c(C(=O)NCc2ccco2)c1	4	-1	-5	2	1	-3	-0.1	-1	-0.2
52	COc1ccc2nc(C)c3c(c2c1)OC(C(C)(Cl)Br)C3 (configuration not stated)	6	1	-1	3	4	6	0.0	0	-0.1
53	Cc1nn(-c2ccccc2)c(N2CCCC2)c1/C=N/NC(=S)Nc1ccc(F)cc1	2	-2	8	8	2	9	-0.1	-1	0.0
54	COc1ccc(S(=O)(=O)N2CCOC2CNC(=O)C(=O)NCc2ccccn2)cc1 (configuration not stated)	6	-2	9	-9	2	0	1.7	-3	0.8
55	O=C(c1csc2c1CCCC2)N1CCN(c2cccc(C(F)(F)F)c2)CC1	2	-4	9	3	0	10	0.3	6	6.4
56	CN1CCN(S(=O)(=O)c2cccc(C(=O)Nc3ccccc3N3CCOCC3)c2)CC1	8	-3	-6	-1	4	-19	-0.1	-2	-1.8
57	CCOc1cc(S(=O)(=O)Nc2cc(C)cc(C)c2)ccc1Cl	12	0	3	0	2	2	0.2	0	2.2
58	O=S(=O)(c1ccc(Cl)cc1)N1CCC(N2CCCCCC2)CC1	-3	0	-2	3	-1	6	-0.1	2	-0.1

Screening results as filed in PubChem BioAssay.
